PREPL inhibitor: inhibits the human prolyl oligopeptidase-like enzyme. Q4J6C6. recombinant PREPL, fluorescence polarization activity-based probe. inhibition, % at 5.96 µM. actives 0.68% (n = 320,000). AID 2751; in the data active means inhibition above about 43%;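 further: 0% = enzyme with DMSO and 100% = wells lacking enzyme; many of its hits are not listed in these tables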
ZTA DNA inh: counter-screen for EBNA-1 inhibitors: inhibitors of Epstein-Barr virus ZTA; P03206; actives 0.15% (n = 320,000); AID 2234; inhibition, % at 11 µM; ZTA-DNA binding, fluorescence polarization; in the data active means inhibition above about 33%
Target sequence (P03206 whole entry, looked up): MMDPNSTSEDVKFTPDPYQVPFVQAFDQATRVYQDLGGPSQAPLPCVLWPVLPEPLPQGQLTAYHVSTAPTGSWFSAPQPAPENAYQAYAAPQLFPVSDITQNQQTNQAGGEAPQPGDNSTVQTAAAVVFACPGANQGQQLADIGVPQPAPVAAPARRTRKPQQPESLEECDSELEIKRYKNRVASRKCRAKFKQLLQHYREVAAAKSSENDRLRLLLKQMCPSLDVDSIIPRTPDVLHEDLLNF
PAFAH1B3 FP inh: inhibitors of human PAFAH1B3. Q15102. recombinant PAFAH1B3, FP-rhodamine probe, fluorescence polarization. inhibition, % at 3.39 µM. actives 0.28% (n = 340,000);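 active means inhibition above the screen-wide average of all tested compounds plus 3 SD, cut at about 25% in these data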;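 further: 0% = enzyme with DMSO only and 100% = wells lacking PAFAH1B3 protein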
Target sequence (Q15102 whole entry, looked up): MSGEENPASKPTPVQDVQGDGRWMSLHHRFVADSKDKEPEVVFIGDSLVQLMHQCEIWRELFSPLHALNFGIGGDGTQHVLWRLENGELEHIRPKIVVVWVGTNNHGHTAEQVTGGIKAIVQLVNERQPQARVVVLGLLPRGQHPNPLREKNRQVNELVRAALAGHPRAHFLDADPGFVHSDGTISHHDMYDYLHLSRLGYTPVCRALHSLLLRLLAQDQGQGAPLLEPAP
LYPLA1 inh: LYPLA1 (human) inhibition in PME1 counter-screen. inhibition, % at 5.9 µM. actives 0.16% (n = 320,000). AID 2174. recombinant LYPLA1, FP-Rh probe fluorescence polarization;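 active means inhibition above the mean of all tested compounds plus 3 SD, set per campaign, cut at about 14% in these data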;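 further: inhibitors block serine hydrolase probe labeling of LYPLA1 so polarization falls; 0% = enzyme with DMSO and 100% = wells lacking LYPLA1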
Target sequence (O75608 whole entry, looked up): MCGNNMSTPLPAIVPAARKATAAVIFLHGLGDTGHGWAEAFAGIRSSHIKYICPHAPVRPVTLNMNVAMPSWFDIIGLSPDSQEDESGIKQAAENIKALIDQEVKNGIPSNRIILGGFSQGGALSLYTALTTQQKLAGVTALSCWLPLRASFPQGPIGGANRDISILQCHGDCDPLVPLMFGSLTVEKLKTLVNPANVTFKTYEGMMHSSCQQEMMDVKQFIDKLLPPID
LYPLA2 counter: LYPLA2 (human) inhibition in PME1 counter-screen | AID 2177 | actives 0.38% (n = 320,000) | recombinant LYPLA2, FP-Rh probe fluorescence polarization | inhibition, % at 5.9 µM | O95372;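 active means inhibition above the screen-wide mean plus 3 SD, limit set per campaign, cut at about 26% in these data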;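 further: 0% = LYPLA2 with DMSO and 100% = wells lacking LYPLA2 enzyme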
Target sequence (O95372 whole entry, looked up): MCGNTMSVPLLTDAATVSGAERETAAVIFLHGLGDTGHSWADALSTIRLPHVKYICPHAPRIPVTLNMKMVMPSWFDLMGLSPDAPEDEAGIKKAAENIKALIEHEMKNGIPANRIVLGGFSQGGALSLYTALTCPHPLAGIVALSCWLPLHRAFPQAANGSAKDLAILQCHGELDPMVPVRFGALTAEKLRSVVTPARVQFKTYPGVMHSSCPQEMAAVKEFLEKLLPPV
GSTO1 counter: GSTO1 inhibition, counter-screen for RBBP9 inhibitors. AID 1974. P78417. inhibition, % at 5.96 µM. actives 1.1% (n = 300,000). recombinant GSTO1, activity-based probe fluorescence polarization;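 active means inhibition above the campaign mean inhibition plus 3 SD, cut at about 35% in these data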;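 further: 0% = GSTO1-1 with DMSO and 100% = wells lacking GSTO1-1 enzyme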
EBNA-1 inhibitor: blocks EBNA-1 binding to DNA; EBNA-1 DNA binding, fluorescence polarization; inhibition, % at 14.8 µM; actives 0.34% (n = 300,000); AID 1950; in the data active means inhibition above about 28%
PAFAH2 inh: PAFAH2 (human) inhibition; Q99487; recombinant PAFAH2, FP-rhodamine activity probe, fluorescence polarization; inhibition, % at 3.39 µM; actives 0.99% (n = 340,000); AID 492956;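 active means inhibition above the mean over all tested compounds plus 3 SD, cut at about 30% in these data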;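 further: inhibitors block probe labeling of enzyme so polarization drops; 0% = enzyme with DMSO and 100% = wells lacking PAFAH2 protein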
PAD4 inh: inhibitors of human PAD4. Q9UM07. recombinant PAD4, RCA probe fluorescence polarization. inhibition, % at 6.36 µM. actives 0.41% (n = 330,000). AID 485272;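 active means percent inhibition above a cutoff equal to the mean of all tested compounds plus 3 SD, cut at about 15% in these data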;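 further: 0% = PAD4 with RCA probe and DMSO and 100% = probe without PAD4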
Numbers without * were called inactive; x = not tested or not shown. An excerpt; the hit share may differ from the screen's.

SMILES | PREPL inhibitor | ZTA DNA inh | PAFAH1B3 FP inh | LYPLA1 inh | LYPLA2 counter | GSTO1 counter | EBNA-1 inhibitor | PAFAH2 inh | PAD4 inh
CCOc1ccc(NC(=O)CCC(=O)NNC(=O)COc2ccc(C)cc2Br)cc1 | 6.8 | 10.6 | 9.3 | -0.8 | 0.2 | 1.3 | 50.5* | -7.8 | -1.8
CC(=O)c1cccc(NC(=O)C2C(c3ccccc3)C2(Cl)Cl)c1 (stereo unspecified) | -5.9 | 9.5 | 4.9 | -5.8 | -7.8 | -7.0 | 10.1 | 5.3 | -5.7
COc1ccc(NC(=O)Nc2ccc3nonc3c2)cc1 | 4.2 | -7.1 | x | -1.4 | -0.9 | -6.2 | -6.1 | x | 0.0
CC(NCC(=O)Nc1cc(S(=O)(=O)N2CCOCC2)ccc1Cl)c1ccc(Cl)cc1Cl (stereo unspecified) | 19.5 | 4.3 | 2.1 | -1.8 | -2.4 | -7.3 | 7.0 | 17.7 | -1.0
CCCCNC(=O)Cn1nc(Cc2ccncc2)c2ccccc2c1=O | 9.7 | -6.8 | 5.7 | 1.1 | 2.9 | 5.4 | -0.7 | 9.1 | 4.1
Nc1nc(-c2ccc(Cl)cc2)nnc1-c1ccc(Br)cc1 | 8.0 | -17.6 | 6.2 | -0.3 | 1.1 | 13.9 | 10.8 | 3.2 | -3.9
C=CCC1c2cccc(C(=O)O)c2C(=O)N1c1cccc(C)c1 (stereo unspecified) | 5.4 | -15.2 | 12.4 | -2.1 | -0.9 | 1.3 | -9.7 | -0.9 | 0.6
COc1ccc(C2=Nn3c(nnc3-c3ccccn3)SC2)cc1OC | 11.0 | 1.0 | -1.5 | 3.9 | 2.0 | -4.2 | 21.0 | 11.7 | 6.2
CCC1CCCCN1C(=O)Cn1c(=O)oc2ccccc21 (stereo unspecified) | 4.2 | 5.2 | 2.8 | -0.2 | 0.3 | -10.5 | 9.9 | 1.9 | -2.3
O=C(Nc1nc2cc3c(cc2s1)OCCO3)c1ccncc1 | 13.9 | 2.1 | 1.6 | 3.3 | 11.7 | -0.4 | 5.0 | 1.1 | -8.2
COc1cccc(Nc2ccc(C(=O)O)cc2[N+](=O)[O-])c1 | -1.3 | -11.2 | -6.5 | -0.3 | 6.3 | -2.2 | 7.2 | 3.9 | -4.2
CC1=N/C(=C\c2ccc([N+](=O)[O-])cc2)C(=O)N1c1cc(Cl)ccc1C | 24.3 | -3.6 | 19.7 | 1.4 | 7.6 | 5.3 | 4.5 | 6.4 | 0.2
CCCCC/C=C\C[C@H](O)/C=C/c1cccc(C[C@H](O)CCCCO)n1 | 14.2 | 11.2 | 6.0 | -4.7 | -4.6 | 1.3 | -3.2 | 6.7 | -4.0
Cn1c(=O)c2c(nc(Br)n2CCSc2ncccn2)n(C)c1=O | -8.4 | -4.5 | 3.3 | 0.2 | 0.4 | 9.5 | -3.1 | 1.8 | -5.8
COc1ccc(/C=N/NC(=O)c2ccc3nc[nH]c3c2)cc1OC | 4.3 | 2.1 | 2.1 | -1.5 | -4.5 | -8.8 | -1.5 | -3.7 | -4.5
Cc1ccc(/C=N\Nc2nc3ccc(Cl)cc3[nH]2)o1 | 29.9 | -8.3 | 3.6 | 5.4 | 9.0 | 3.5 | -1.8 | 5.7 | -2.5
CCCS(=O)(=O)c1nc(S(=O)(=O)c2ccc(C)cc2)c(NCc2ccc3c(c2)OCO3)s1 | 4.6 | 0.8 | -5.4 | -3.3 | -6.7 | -9.1 | 5.8 | 0.1 | -0.3
S=c1[nH]c2ccc3ccccc3c2[nH]1 | 12.5 | 14.7 | 6.1 | 2.7 | 0.9 | -2.9 | 7.8 | -13.8 | -3.6
CC(=O)N1CCSc2ccc(S(=O)(=O)N3CCC(C)CC3)cc21 | -3.0 | 10.0 | 4.7 | 2.0 | 2.1 | 0.1 | 14.5 | -1.4 | -3.1
O=C(NC12CC3CC(CC(C3)C1)C2)C12CC3CC(C1)CC(n1cnc(Cl)n1)(C3)C2 | -1.2 | 1.3 | 0.4 | 1.5 | -2.5 | -1.2 | -4.9 | 5.4 | -1.8
Cc1ccc(-c2noc(COc3ccccc3C)n2)cc1 | -5.5 | 3.8 | -0.1 | 2.7 | 4.6 | 2.8 | 11.4 | -2.8 | 0.0
COc1cccc(CC(=O)OCC(=O)NCCc2ccc(F)cc2)c1 | -9.5 | 11.0 | -3.3 | -3.8 | -6.8 | x | x | 5.4 | -1.3
O=C(Cn1c(=O)n(-c2ccccc2)c(=O)c2oc3ccccc3c21)Nc1ccccc1 | -3.9 | -8.5 | -0.2 | 0.5 | -2.5 | -1.8 | -7.3 | 2.2 | -2.0
COCCCNC(=O)CCc1ccccc1 | 14.3 | 6.1 | -4.2 | -0.9 | -5.8 | -1.5 | -8.3 | 1.2 | -1.2
CCCOc1ccc(/C=N/NC(=O)CN(c2ccc(OCC)cc2)S(C)(=O)=O)cc1 | -8.3 | -6.2 | 8.7 | -2.3 | 8.5 | 8.0 | -8.2 | 10.7 | -1.3
Cc1cccc(N(CC(=O)NC2CCCC2)C(=O)CCC(=O)Nc2cc(C)on2)c1 | -8.5 | 8.8 | 6.2 | -2.9 | -3.9 | -4.4 | -2.7 | 1.6 | -6.8
Cc1c(Cl)cccc1NC(=O)CNC(=O)c1ccccc1F | -0.2 | -4.9 | 1.4 | 0.7 | -4.3 | 3.4 | 6.6 | -12.1 | -3.2
CCNc1nc(NCC)nc(-n2nc(C)cc2C)n1 | 13.1 | -7.9 | 6.5 | -1.6 | 3.2 | 7.5 | -3.0 | -1.3 | -3.6
O=C(CCn1cccc1)NCc1ccccc1 | -8.7 | -9.7 | 8.3 | 0.4 | 0.9 | 9.3 | -3.4 | 5.6 | -5.0
CCc1cc(C(=O)N(CC(C)C)c2c(N)n(Cc3ccccc3)c(=O)[nH]c2=O)sc1C | 16.4 | -0.9 | -2.2 | 0.3 | 0.0 | -2.9 | 33.1* | 3.7 | -0.6
O=C1c2cccc3cccc(c23)C(=O)N1CCN1CCN(CC(O)COc2ccc3ccccc3c2)CC1 (stereo unspecified) | 2.5 | 3.9 | 1.8 | -4.2 | 19.2 | -7.1 | 7.6 | -8.3 | 1.3
CCCCOc1ccc(-c2csc(N)n2)cc1[N+](=O)[O-] | 16.9 | 3.0 | 5.8 | -1.1 | 3.8 | -23.9 | -4.2 | -1.9 | -6.0
Cc1cc(=O)oc2c3c(cc(OCC(=O)NCc4ccccn4)c12)OC(C)(C)CC3 | 0.6 | -7.6 | 8.6 | 2.0 | 5.2 | -3.3 | 9.4 | 14.1 | 0.8
CCOC(=O)CSc1nnc(-c2ccncc2)o1 | 3.6 | -4.6 | 10.2 | -6.1 | -8.8 | 6.3 | 5.7 | -4.2 | -1.0
Nc1ccc(-c2nnc(-c3ccc(N)cc3)o2)cc1 | 13.2 | 0.1 | 3.6 | 0.0 | -0.8 | 6.5 | -14.1 | 8.7 | -0.7
COC(=O)c1ccc(CSc2nc(C(F)F)cc(C)c2C#N)o1 | -4.5 | 9.8 | -1.4 | -1.7 | 0.4 | 1.9 | -4.5 | 1.5 | -2.4
CC(Sc1ccccc1)C(=O)NNC(=O)c1ccncc1 (stereo unspecified) | 11.9 | 0.6 | -3.2 | 0.8 | -5.7 | -7.7 | -0.1 | 3.8 | -6.6
CCOC(=O)COc1ccc(Br)cc1C1NC(=O)NC(C)=C1C(=O)NCc1ccccc1 (stereo unspecified) | 11.9 | -9.5 | 12.8 | 3.0 | 4.0 | -8.6 | 0.7 | -0.8 | -4.5
CCOC(=O)CNC(=S)N(CCCN1CCCCCC1)Cc1cccs1 | -2.6 | -1.8 | 0.3 | -4.4 | 1.5 | 3.5 | 6.5 | 4.4 | 1.8
C=CCNc1nc(-c2sc(NC(C)=O)nc2C)cs1 | 8.6 | 0.5 | 3.8 | -1.3 | -2.9 | 4.0 | 10.5 | 2.5 | -1.2
COc1ccccc1CNC(=O)CN1C(=O)c2ccc([N+](=O)[O-])cc2C1=O | 2.5 | 9.2 | 0.2 | 2.6 | -0.8 | 7.2 | 9.4 | -1.6 | 2.5
CC(C)Cc1ccc(CN2CCCC(NC(=O)Cn3cnnn3)C2)cc1 (stereo unspecified) | -4.7 | 5.2 | -1.8 | -3.6 | -2.9 | -0.9 | 3.5 | -32.3 | -2.2
CC(=O)c1cccc(NC(=O)N2CC(C)OC(C)C2)c1 (stereo unspecified) | 4.5 | -0.2 | 4.5 | 4.9 | 11.4 | -2.0 | 3.0 | -3.4 | 3.8
CC(=O)c1ccc(OCC(O)CN2CCN(CC(O)COc3ccc(C(C)=O)cc3)CC2)cc1 (stereo unspecified) | -11.5 | -1.0 | -1.4 | 0.6 | 6.9 | 7.9 | -11.6 | 2.0 | 1.9
Cc1c(C(=O)N/N=C/c2cccs2)nnn1-c1nonc1N | -0.7 | 5.2 | 4.9 | -4.8 | -4.8 | -0.9 | 2.5 | 3.3 | -2.4
Cn1c2c(c(=O)c3ccccc31)CCC(C)(C)O2 | 12.8 | 8.2 | 8.3 | 0.5 | 3.6 | 2.4 | 9.7 | -6.6 | -2.3
COc1cccc(C(=O)NC(Cc2ccccc2)c2ccc3c(c2)OCCCO3)c1 (stereo unspecified) | -8.2 | 4.8 | -2.4 | -7.3 | -7.8 | -5.7 | 2.8 | -13.5 | -0.5
CC(=O)c1c(C)[nH]c(C(=O)OCC(=O)Nc2cc(Cl)ccc2[N+](=O)[O-])c1C | 4.4 | -10.9 | -1.2 | 3.5 | 8.6 | 4.5 | -3.4 | 23.1 | -0.7
Cc1ccc(OCC(=O)N(C)CCc2ccccn2)cc1 | 1.1 | 1.1 | -0.3 | -2.6 | -2.2 | 0.4 | -2.6 | 5.0 | -6.0
CCn1c(=O)c(=O)[nH]c2c(=O)oc3ccc(S(=O)(=O)Nc4ccccc4)cc3c21 | -0.1 | -16.1 | 7.8 | -1.0 | 3.4 | 1.7 | 3.8 | 16.4 | 5.6
COc1ccc(N2C(=O)NC(NS(=O)(=O)c3ccc(Cl)cc3)(C(F)(F)F)C2=O)cc1 (stereo unspecified) | 4.5 | 18.5 | 2.3 | 2.2 | -0.9 | 1.5 | 4.2 | 5.5 | -5.7
COc1ccc(Cl)cc1C(=O)Nn1cnnc1 | -1.3 | -0.8 | -1.0 | 1.4 | -3.2 | -4.5 | -9.2 | 4.5 | 1.7
CC(NC(=O)C(c1ccccc1)c1ccccc1)c1ccc(S(N)(=O)=O)cc1 (stereo unspecified) | 6.8 | 10.8 | -5.0 | -1.6 | 13.1 | -2.7 | 1.8 | -6.8 | -3.2
CCCN1C(=O)CN(C2CCCCCC2)C(=O)C1c1ccc(C)cc1 (stereo unspecified) | 0.3 | -12.3 | 3.1 | -2.6 | 1.3 | 0.9 | 10.7 | -6.4 | 2.1

Some entries already given, limited to PAD4 inh, GSTO1 counter and PAFAH2 inh:
Structure	PAD4 inh	GSTO1 counter	PAFAH2 inh
CCn1c(=O)c(=O)[nH]c2c(=O)oc3ccc(S(=O)(=O)Nc4ccccc4)cc3c21	5.6	1.7	16.4
COc1ccc(N2C(=O)NC(NS(=O)(=O)c3ccc(Cl)cc3)(C(F)(F)F)C2=O)cc1 (stereo unspecified)	-5.7	1.5	5.5
COc1ccc(Cl)cc1C(=O)Nn1cnnc1	1.7	-4.5	4.5
CC(NC(=O)C(c1ccccc1)c1ccccc1)c1ccc(S(N)(=O)=O)cc1 (stereo unspecified)	-3.2	-2.7	-6.8

Bioassay records from PubChem BioAssay.
